# Screening data as filed in PubChem BioAssay.
# Diaphorase act = diaphorase activation or chemical reduction counter-screen; Diaphorase/resazurin coupled assay, resorufin fluorescence, 16 min; active compounds read high; 1 = vehicle wells, 0 = NADH-free wells; activation factor at 20 µM; hit rate 0.005% among 190,000;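 active = diaphorase activity raised at least twofold by the compound at 20 µM; inactive = activation factor below 2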
#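 test system = bacterial diaphorase enzyme (C. kluyveri) | quantity = enzyme 0.07 U/mL final | reagent = NADH substrate 0.114 mM plus resazurin dye 0.1 mM, final | incubation = 16 min enzyme reaction, ambient temperature | buffer or medium = HEPES pH 7.4 buffer with MgCl2 and Tween 20 | signal = fluorescence of resorufin, 544 nm excitation, 590 nm emission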
# Diaph inh CS = counter-screen for diaphorase-based assays: diaphorase inhibitors and chemical oxidizers; diaphorase resazurin-to-resorufin fluorescence, NADH, 16 min; bacterial (C. kluyveri) enzyme, not human; inhibition, % at 20 µM; hit rate 0.69% among 190,000; AID 1217;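 active = primary screen inhibition at 20 µM above a set limit, cut at about 50% in these data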;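 also: plate controls were DMSO with full reaction for no effect and wells lacking NADH for full effect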
#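 controls = No-NADH positive control and DMSO neutral control | system = Clostridium kluyveri diaphorase enzyme | timing = reaction incubation of 16 min at room temperature | signal = resorufin fluorescence 544/590 nm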
# PMI activator = phosphomannose isomerase (human) activation; hit rate 0.005% among 190,000; AID 1214; purified human PMI, coupled resazurin fluorescence, 20 min; active compounds read high; 1 = vehicle control, 0 substrate-free wells; activation factor at 20 µM; P34949;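 active = activation factor of 2 or more at 20 µM, relative to plate controls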
# Target sequence (P34949 whole entry, looked up): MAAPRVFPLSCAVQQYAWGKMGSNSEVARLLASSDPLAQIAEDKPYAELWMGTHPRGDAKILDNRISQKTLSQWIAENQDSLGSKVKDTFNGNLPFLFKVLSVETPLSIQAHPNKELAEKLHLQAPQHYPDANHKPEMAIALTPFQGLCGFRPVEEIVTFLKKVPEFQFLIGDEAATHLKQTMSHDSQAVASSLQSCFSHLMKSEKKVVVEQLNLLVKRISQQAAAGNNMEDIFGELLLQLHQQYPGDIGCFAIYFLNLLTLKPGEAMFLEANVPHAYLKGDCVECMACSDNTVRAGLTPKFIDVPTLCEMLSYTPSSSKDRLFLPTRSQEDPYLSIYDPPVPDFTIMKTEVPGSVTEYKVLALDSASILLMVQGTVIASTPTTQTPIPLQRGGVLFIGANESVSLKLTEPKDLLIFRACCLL
# PMI act hi M6P = activators of human phosphomannose isomerase at near-saturating mannose 6-phosphate; P34949; coupled PMI enzyme assay, resazurin fluorescence, 20 min; active compounds read high; 1 = untreated enzyme, 0 = substrate-free blank; activation factor at 20 µM; hit rate 0.34% among 190,000; AID 1216;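 active = activation factor of 2 or more at 20 µM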
#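 Test system: human PMI in coupled enzyme assay; Input: PMI at 15 ng/mL final; Medium: HEPES buffer, pH 7.4; Schedule: 20 min incubation at room temperature; Technique: resorufin fluorescence at Ex 544/Em 590 nm; Compound: 20 µM single dose; Probe or stimulus: Near-saturating mannose-6-phosphate, 1.0 mM.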
# TNAP inh hiacc = TNAP (human) inhibition, high acceptor; P05186; purified TNAP, CDP-star luminescence, 1 M DEA; inhibition, % at 20 µM; hit rate 0.03% among 200,000; AID 1135;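 active = over 50% inhibition of tissue-nonspecific alkaline phosphatase at 20 µM in the single-dose screen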;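 also: plate controls were DMSO wells for no effect and EDTA-quenched wells as full inhibition for full effect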
# Target sequence (P05186 whole entry, looked up): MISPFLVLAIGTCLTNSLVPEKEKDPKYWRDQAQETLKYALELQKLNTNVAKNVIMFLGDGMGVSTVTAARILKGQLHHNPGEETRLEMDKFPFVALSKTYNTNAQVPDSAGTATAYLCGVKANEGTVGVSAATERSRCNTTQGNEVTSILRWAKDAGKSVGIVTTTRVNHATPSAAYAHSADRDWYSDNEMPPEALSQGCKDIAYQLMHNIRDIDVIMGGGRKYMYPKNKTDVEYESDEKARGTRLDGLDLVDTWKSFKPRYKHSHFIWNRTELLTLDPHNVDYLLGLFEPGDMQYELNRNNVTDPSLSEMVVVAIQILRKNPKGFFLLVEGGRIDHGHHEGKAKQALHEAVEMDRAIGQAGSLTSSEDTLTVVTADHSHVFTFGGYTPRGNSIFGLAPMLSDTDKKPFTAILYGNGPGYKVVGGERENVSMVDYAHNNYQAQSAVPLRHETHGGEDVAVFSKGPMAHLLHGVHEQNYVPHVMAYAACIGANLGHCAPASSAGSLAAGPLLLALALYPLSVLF
# TNAP inh no acc = TNAP (human) inhibition, acceptor-free conditions. P05186. purified TNAP, CDP-star luminescence, 30 min. inhibition, % at 20 µM. hit rate 0.26% among 200,000. AID 1012;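 active = tissue-nonspecific alkaline phosphatase inhibition above about 50% at 20 µM in the single-dose screen, limit read from the data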;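 also: 0% = DMSO negative control and 100% = EDTA positive control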
# L major viab = Leishmania major promastigote growth inhibition; inhibition, % at 10 µM; Leishmania major promastigotes, resazurin fluorescence viability; AID 1063; hit rate 9% among 200,000; in the data active = inhibition above about 50%;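 also: promastigotes grown with compound for 44 hours at 28 °C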
# bIAP inh = intestinal alkaline phosphatase (bovine) inhibition | AID 1019 | 190,000 tested, under 10 active | inhibition, % at 20 µM | purified bovine IAP, CDP-star luminescence, 30 min;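 active = over 50% inhibition of intestinal alkaline phosphatase at 20 µM in the single-dose screen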
#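 test system = bovine IAP enzyme | medium = DEA buffer 100 mM, pH 9.8, with MgCl2 1.0 mM, ZnCl2 0.02 mM | detection = luminescence | dosing = single compound dose of 20 µM, 2% DMSO final | incubation = 30 min reaction at room temperature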
# TNAP act hiacc = increases human TNAP activity under high phosphate acceptor concentration; P05186; purified TNAP, CDP-star luminescence, 1 M DEA, 30 min; active compounds read high; 0 = EDTA background, 1 = DMSO-only activity; activation factor at 20 µM; 200,000 tested, under 10 active; AID 1136;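 active = activation factor at least 2 at 20 µM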
#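 Dosing: 20 µM single point. System: human TNAP. Amount: TNAP 1/800 final. Incubation: 30 min, room temperature. Read-out: TNAP activation factor scaled between EDTA and DMSO control wells. Signal: luminescence from CDP-star hydrolysis. Medium: 1 M DEA, pH 9.8, Mg2+, Zn2+. Control set: EDTA negative control, DMSO positive control.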
# bIAP act = intestinal alkaline phosphatase (bovine) activation. purified bovine IAP, CDP-star luminescence, 30 min; active compounds read high; fold of DMSO-control signal, blank-subtracted. activation factor at 20 µM. hit rate 0.17% among 200,000. AID 1016;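 active = activation factor of 2 or more at 20 µM, a signal rise over negative controls twice the positive control's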
# Numbers without * were called inactive; / = not tested or not shown.
SMILES,Diaphorase act,Diaph inh CS,PMI activator,PMI act hi M6P,TNAP inh hiacc,TNAP inh no acc,L major viab,bIAP inh,TNAP act hiacc,bIAP act
CCCNc1c(N)c(=O)oc2ccccc12,0.9,6,1,1,-4,-18,0,5,1,0.9
Cc1nc(CSc2nnc(Nc3cccc(C)c3C)s2)cs1,0.9,12,0.9,0.9,2,-5,-3,2,1,1
Clc1ccc(C2CC(c3cccs3)n3ncnc3N2)cc1Cl (configuration not stated),0.8,21,0.9,0.9,-3,-14,5,9,1,0.9
CN1CCc2c(sc3c2c(=O)n(-c2ccc(Cl)cc2)c2nncn32)C1,0.9,9,1.3,1.3,-8,-6,7,3,1.1,1
CCOC(=O)c1c(C)[nH]c(C(=O)COC(=O)CNC(=O)c2ccccc2Cl)c1C,0.9,7,0.9,0.9,0,8,-6,-17,1,1.2
Cc1cc(C(=O)NNC(=O)c2nn(C)c(=O)c3ccccc23)c(C)o1,0.9,13,1,1,-7,-42,65*,-13,1.1,1.1
Cc1cc(-c2nc3c4c5c(sc4[nH]c(=O)n3n2)CCC5)c(C)o1,0.4,57*,1.2,1.3,4,-6,-1,-4,1,1
COc1ccc(N2C(=O)C(Cl)=C(Nc3ccccc3OC)C2=O)cc1,0.7,26,0.9,0.9,-1,-4,-6,3,1,1
CCOc1ccc(N2CC(C(=O)NCCN3C(=O)S/C(=C\c4ccc(OC)cc4)C3=O)CC2=O)cc1 (configuration not stated),0.9,9,0.9,1,4,-30,7,-44,1,1.4
COc1ccccc1NC(=O)N1CCCC1C(=O)NCc1ccccc1F (configuration not stated),1,-5,1,1.1,-6,-8,-2,-9,1.1,1.1
Cc1ccc(S(=O)(=O)N(C)c2ccc(OCC(=O)OCc3c(C)noc3C)cc2)cc1,0.6,42,0.9,0.9,-2,-4,-2,2,1,1
Cc1cc(C(=O)CSc2nc3ccccc3o2)c(C)n1CC1CCCO1 (configuration not stated),0.9,15,0.8,0.9,-3,-11,2,5,1,0.9
COc1ccc(OC)c2c1sc(=NC(=O)CN1C(=O)CCC1=O)n2C,1,5,1,1,-4,-15,1,1,1,1
O=C(NCc1ccccn1)c1cccc(NS(=O)(=O)c2cccc(F)c2)c1,0.9,14,1,0.9,-4,-4,-4,-6,1,1.1
COc1ccc2c(=O)c(C(=O)NCCc3ccc(OC)c(OC)c3)c[nH]c2c1,0.8,17,1,0.9,-7,-13,5,-12,1.1,1.1
O=C(c1nsnc1-c1ccccc1O)N1CCCCC1,0.9,10,1,1,-3,-11,-1,9,1,0.9
CC1(C)O[C@@H]2C[C@H]3[C@@H]4C[C@H](F)C5=CC(=O)CC[C@]5(C)[C@H]4[C@@H](O)C[C@]3(C)[C@]2(C(=O)CO)O1,1,4,1.1,1.1,1,-5,-5,5,1,0.9
CC1(C)C2(C#N)C(N)=NC3(OCCO3)C12C#N (configuration not stated),0.9,14,0.9,0.9,0,-7,-8,0,1,1
CCOC(=O)CSc1ccc(S(=O)(=O)N(CC)CC)cc1[N+](=O)[O-],0.9,9,1,1,-3,-18,-2,7,1,0.9
COc1cccc(NCc2cc(=O)oc3cc(-c4ccccc4)c(O)cc23)c1,0.9,10,0.9,1,-1,6,24,24,1,0.8
O=C(c1ccccc1Cl)N(C(=O)c1ccccc1Cl)c1nccc(-c2cccs2)n1,0.8,22,0.8,0.8,0,0,1,12,1,0.9
COc1cc(/C=N/Nc2nc3ccccc3s2)ccc1OC(=O)c1ccccc1F,0.8,21,0.8,0.8,-1,-10,10,-6,1,1.1
CCOC(=O)Cn1c2ccc(F)cc2c2nc(C)sc21,0.8,15,0.9,0.6,-1,-3,-4,-27,1,1.3
COC(=O)[C@H](C)NC(=O)Nc1ccc(C)c(C)c1,1,-1,1,1,0,-12,-2,8,1,0.9
O=C(OC1CCOC1=O)c1cc(-c2ccccc2)nc2ccccc12 (configuration not stated),0.8,16,0.9,1,-6,-5,1,15,1.1,0.9
Cc1nc(SCC(=O)NC(=O)NCc2ccccc2)nc(C)c1C,0.9,10,0.9,0.9,-4,-8,34,-1,1,1
CNC(=O)Nc1cc(C)nn1C,1.1,-8,1,1,-6,-8,-12,-1,1.1,1
Cc1ccc(C#CC[N+]2(CC#Cc3ccc(C)cc3)CCCCC2)cc1,1.1,-10,1.1,1.2,-6,-22,100*,/,1.1,0.4
COc1ccc(NCc2nnc(SCC(=O)c3ccc(OC)cc3)n2C)cc1,1,4,1,1.1,4,2,3,10,1,0.9
CCOc1ccccc1NC(=O)CSc1ccccc1,0.8,17,0.9,0.9,-4,-8,2,36,1,0.6
C=CCOC(=O)/C(=C\c1cccc2ccccc12)NC(=O)c1ccccc1,0.8,15,0.9,0.9,-1,-8,11,2,1,1
COc1ccc(OC)c(CNC(=O)c2cc(=O)[nH]c3ccc(S(=O)(=O)N4CCCC4)cc23)c1,0.9,9,1.1,1.1,-4,-9,-5,10,1,0.9
CCCOc1ccc(C(O)C(CN2CCOCC2)c2ccccc2)cc1 (configuration not stated),0.9,12,0.9,0.9,-2,-4,89*,3,1,1
CC(Sc1nnnn1-c1ccccc1)C(=O)Nc1ccc(Cl)cn1 (configuration not stated),0.8,16,0.8,0.8,-6,-15,9,28,1.1,0.7
CCN(CC)c1nc2ccccc2nc1-n1nc(C)cc1C,1,4,1.1,1,-5,-4,2,17,1,0.8
CCCC(c1nnnn1CC(=O)OCC)N(Cc1cc2ccc(C)cc2[nH]c1=O)C1CCCC1 (configuration not stated),0.8,15,1,1.1,-4,-7,11,9,1,0.9
O=C(CCc1ccc(S(=O)(=O)N2CCOCC2)cc1)N1CCN(Cc2ccc3c(c2)OCO3)CC1,0.9,7,1,1,0,-14,-5,-4,1,1
O=C(CSc1nc2ccccc2o1)N1CCN(S(=O)(=O)c2ccc3ccccc3c2)CC1,0.8,22,0.9,0.9,-7,-9,20,4,1.1,1
O=C1C=CC(=O)C(C2=C3C(=O)N(CCc4ccccc4)CC(=O)N3CCC2)=C1,0.7,27,0.7,0.5,3,0,-6,13,1,0.9
CC(=O)C1=C(C)N(CC2CC2)C(=O)N[C@H]1c1ccccc1,1,4,1,1,-1,-7,-3,21,1,0.8

# Rewritten with two lines to a compound: 12 of the compounds above.
# Order of values: Diaphorase act, Diaph inh CS, PMI activator, PMI act hi M6P, TNAP inh hiacc, TNAP inh no acc, L major viab, bIAP inh, TNAP act hiacc, bIAP act
Cc1nc(SCC(=O)NC(=O)NCc2ccccc2)nc(C)c1C
 : 0.9, 10, 0.9, 0.9, -4, -8, 34, -1, 1, 1
CNC(=O)Nc1cc(C)nn1C
 : 1.1, -8, 1, 1, -6, -8, -12, -1, 1.1, 1
Cc1ccc(C#CC[N+]2(CC#Cc3ccc(C)cc3)CCCCC2)cc1
 : 1.1, -10, 1.1, 1.2, -6, -22, 100*, /, 1.1, 0.4
COc1ccc(NCc2nnc(SCC(=O)c3ccc(OC)cc3)n2C)cc1
 : 1, 4, 1, 1.1, 4, 2, 3, 10, 1, 0.9
CCOc1ccccc1NC(=O)CSc1ccccc1
 : 0.8, 17, 0.9, 0.9, -4, -8, 2, 36, 1, 0.6
C=CCOC(=O)/C(=C\c1cccc2ccccc12)NC(=O)c1ccccc1
 : 0.8, 15, 0.9, 0.9, -1, -8, 11, 2, 1, 1
COc1ccc(OC)c(CNC(=O)c2cc(=O)[nH]c3ccc(S(=O)(=O)N4CCCC4)cc23)c1
 : 0.9, 9, 1.1, 1.1, -4, -9, -5, 10, 1, 0.9
CCCOc1ccc(C(O)C(CN2CCOCC2)c2ccccc2)cc1 (configuration not stated)
 : 0.9, 12, 0.9, 0.9, -2, -4, 89*, 3, 1, 1
CC(Sc1nnnn1-c1ccccc1)C(=O)Nc1ccc(Cl)cn1 (configuration not stated)
 : 0.8, 16, 0.8, 0.8, -6, -15, 9, 28, 1.1, 0.7
CCN(CC)c1nc2ccccc2nc1-n1nc(C)cc1C
 : 1, 4, 1.1, 1, -5, -4, 2, 17, 1, 0.8
CCCC(c1nnnn1CC(=O)OCC)N(Cc1cc2ccc(C)cc2[nH]c1=O)C1CCCC1 (configuration not stated)
 : 0.8, 15, 1, 1.1, -4, -7, 11, 9, 1, 0.9
O=C(CCc1ccc(S(=O)(=O)N2CCOCC2)cc1)N1CCN(Cc2ccc3c(c2)OCO3)CC1
 : 0.9, 7, 1, 1, 0, -14, -5, -4, 1, 1

# (next part)
SMILES,Diaphorase act,Diaph inh CS,PMI activator,PMI act hi M6P,TNAP inh hiacc,TNAP inh no acc,L major viab,bIAP inh,TNAP act hiacc,bIAP act
O=c1[nH]c(/C(Cl)=C/c2cccc(C(F)(F)F)c2)nc2cc(Cl)ccc12,1,0,1.1,1.1,-6,-2,-1,14,1.1,0.9
COc1cccc(NC(=O)c2cn(C)c(=O)c3cc(OC)c(OC)cc23)c1,0.9,8,1,0.9,0,1,10,-4,1,1
CSc1nncc(/C(C)=N\Nc2cccc(C)c2)n1,1,1,1.5,2.4*,0,-2,9,27,1,0.7
COc1cc(OC)c(C(=O)NCC2CCCO2)cc1OC (configuration not stated),0.9,12,1.1,1.1,-1,-12,0,20,1,0.8
Cc1ccc(OCCNS(=O)(=O)c2ccc(N3CCCC3=O)cc2)cc1C,0.9,7,0.9,0.9,-3,-5,3,-2,1,1
O=C(CSc1nnc2sc3ccccc3n12)N1CCN(c2ccccc2)CC1,0.8,20,0.9,1,-2,0,0,4,1,1
COc1cccc(C2c3[nH]c4ccccc4c3CCN2Cc2cnc(C)s2)c1OC (configuration not stated),0.6,36,0.8,0.8,-8,-13,45,2,1.1,1
COc1ccccc1CCNC(=O)c1cc(-c2ccncc2)nc2ccc(Br)cc12,1,-3,1,1.1,-4,1,13,-3,1,1
CCCn1nnc(NC(=O)c2ccccc2Cl)n1,0.9,10,1,1,2,-5,-1,11,1,0.9
CCOCc1c(C(=O)OCC(=O)/C(C#N)=C(\C)N)oc2ccccc12,1,-3,1,1,-2,-25,3,-1,1,1
CCOc1ccc(C(=O)N2CCN=C2SC)cc1OCC,1,2,1,1,-4,-9,0,7,1,0.9
CCCCN(C)C(=O)CCC(=O)Nc1ccc2nc(N3CCN(C)CC3)cc(C)c2c1,1.2,-24,1.1,1.1,-4,0,5,-16,1,1.2
Cc1cc(C)cc(NC(=S)N2CCC(N(C)CC3CCCO3)CC2)c1 (configuration not stated),0.9,13,0.9,0.8,-2,-2,67*,-7,1,1.1
Cc1ccc(NC(=O)C2(c3ccccc3)CCOCC2)cc1,/,/,/,/,-5,-13,-5,1,1,1
